# V-ATPase pHluor = regulators of yeast V-ATPase proton pumping, primary screen, pHLuorin cytosolic pH fluorescence; AID 504577, 2011; S. cerevisiae; response, % at 10 µM; hit rate 0.37% among 350,000; in the data active means response mostly above about 7.3%, no sharp cut-off; inactive means mostly below about 5.4%; further: actives read high; inactives centre near 0; some compounds called inactive have numbers as strong as hits; reference of the scale not given here
# Rtt109 Vps75 = inhibitors of C. albicans Rtt109/Vps75 HAT, primary screen, biochemical, ThioGlo CoA-SH fluorescence, plate reader; hit rate 0.16% among 330,000; Histone acetyltransferase RTT109 (Candida albicans (strain SC5314 / ATCC MYA-2876)), …; AID 540336, 2011; inhibition, % at 34.9 µM; purified Rtt109/Vps75, 4 h;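 active means inhibition of at least 50% in every replicate; inconclusive means best replicate reaches 50% inhibition but some replicates fall short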
# Target sequence (Q5AAJ8 whole entry, looked up): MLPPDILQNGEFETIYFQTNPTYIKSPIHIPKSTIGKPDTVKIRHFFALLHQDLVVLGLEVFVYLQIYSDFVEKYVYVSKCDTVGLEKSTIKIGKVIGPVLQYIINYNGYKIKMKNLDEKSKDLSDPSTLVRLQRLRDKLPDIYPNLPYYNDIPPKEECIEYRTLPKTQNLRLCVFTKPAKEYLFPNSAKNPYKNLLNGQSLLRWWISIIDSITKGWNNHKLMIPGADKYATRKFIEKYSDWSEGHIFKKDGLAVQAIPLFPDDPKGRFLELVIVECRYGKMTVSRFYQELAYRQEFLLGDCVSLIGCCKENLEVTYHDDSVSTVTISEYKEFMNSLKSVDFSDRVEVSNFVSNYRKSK
# dFosB activator = activators of delta FosB homodimer, primary screen, biochemical, fluorescence polarization, TAMRA-CDK5 oligo, single point | Protein FosB (Mus musculus), P13346 | purified delta FosB; percent of positive-control signal above neutral wells | activation, % at 25 µM | hit rate 0.99% among 340,000;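 active means mean activation above about 17%, with every replicate also reaching it, limit read from the data, passing the limit was not always enough; inconclusive means only one of the two conditions met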;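 further: fluorescence polarization rise as delta FosB binds a TAMRA Cdk5 AP-1 oligo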
# CAL PDZ FP-1 = untagged CAL PDZ binding inhibitors, primary screen, biochemical, fluorescence polarization, HTS. AID 602252, 2012. inhibition, % at 24.9 µM. purified CAL PDZ, TMR-peptide fluorescence polarization, 1 h. Golgi-associated PDZ and coiled-coil motif-containing protein (Homo sapiens), Q9HD26. hit rate 0.92% among 300,000;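 active means mean inhibition of at least 30% with at least half of replicates also reaching 30%; inconclusive means no clear call, values can overlap the other calls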;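 further: 0% = DMSO neutral control and 100% = excess unlabeled competitor peptide PRC23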
# CAL PDZ FP-2 = CAL PDZ peptide-binding inhibitors, primary screen, biochemical, fluorescence polarization, Cer-tagged CAL PDZ, HTS | Golgi-associated PDZ and coiled-coil motif-containing protein (Homo sapiens), Q9HD26 | purified CAL PDZ, TMR-peptide fluorescence polarization, 1 h | inhibition, % at 20 µM | hit rate 0.02% among 330,000 | AID 504414, 2011;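 active means highest replicate inhibition of at least 40%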;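 further: plate controls were DMSO neutral control wells for no effect and unlabeled competitor peptide control wells for full effect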
#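 System: purified tagged CAL PDZ domain construct (CerCALP). Schedule: 1 h incubation at room temperature before polarization reading. Medium: 25 mM sodium phosphate pH 7.4, 150 mM NaCl, TCEP, IgG, Thesit. Read-out: percent inhibition from loss of millipolarization. Measured by: FP readout, S and P plane fluorescence. Probe or stimulus: fluorescent TMR peptide probe.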
# CDK5 inh = inhibitors of human CDK5/p35 kinase, primary screen, biochemical, single concentration. hit rate 0.01% among 330,000. Recombinant CDK5/p35, ADP-Glo luminescence, 60 min. inhibition, % at 10 µM;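 active means highest replicate inhibition of at least 50% and at least 75% of replicates reaching 50%; inconclusive means only one of the two criteria met; inactive means both criteria failed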;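 further: plate controls were DMSO neutral control for no effect and GW8510 at 10 µM for full effect; many of its hits are not listed in these tables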
# Target sequence (Q00535 whole entry, looked up): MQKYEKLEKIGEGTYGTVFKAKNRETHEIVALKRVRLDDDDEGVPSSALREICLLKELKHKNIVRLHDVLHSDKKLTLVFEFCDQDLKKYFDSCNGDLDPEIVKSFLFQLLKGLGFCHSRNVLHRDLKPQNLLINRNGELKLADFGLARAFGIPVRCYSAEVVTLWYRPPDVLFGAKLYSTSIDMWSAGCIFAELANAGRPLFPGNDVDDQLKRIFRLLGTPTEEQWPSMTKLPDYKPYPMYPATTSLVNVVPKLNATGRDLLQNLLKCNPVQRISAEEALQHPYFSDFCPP
# Target sequence (Q15078 whole entry, looked up): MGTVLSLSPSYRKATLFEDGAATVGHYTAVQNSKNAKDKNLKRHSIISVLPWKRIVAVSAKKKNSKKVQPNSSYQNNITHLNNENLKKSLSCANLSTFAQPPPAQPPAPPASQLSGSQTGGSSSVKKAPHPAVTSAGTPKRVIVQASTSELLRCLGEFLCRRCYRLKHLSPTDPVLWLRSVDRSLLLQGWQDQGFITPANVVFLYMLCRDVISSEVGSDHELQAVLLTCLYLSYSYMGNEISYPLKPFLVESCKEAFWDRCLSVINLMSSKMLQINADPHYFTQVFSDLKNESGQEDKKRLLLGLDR
# cardiac RTF act = cardiac RTF calcium sensitivity activators, primary screen, biochemical, IANBD-TnC fluorescence, EC20 calcium; Troponin I, cardiac muscle (Homo sapiens) + Troponin T, cardiac muscle (Homo sapiens) + …; IANBD-labeled TnC RTF fluorescence at EC20 calcium; 0% EC20 calcium, 100% full calcium; activation, % at 7.2 µM; hit rate 0.24% among 340,000;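 active means activation above the mean over all tested compounds plus 3 SD, cut at about 30% in these data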;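 further: rise in fluorescence read as greater calcium sensitivity of cardiac thin filaments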
# Wnt act = Wnt/beta-catenin pathway activators, primary screen, cell-based, plate reader, single point; Wnt/beta-catenin reporter cell assay, activator; activation, % at 9.35 µM; hit rate 1.2% among 300,000; AID 743398, 2014; in the data active means activation above about 30%, passing the limit was not always enough; inconclusive means no clear call, values can overlap the other calls;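 further: 0% = neutral control wells and 100% = positive control wells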
# MITF TRPM1 HTS = activators of MITF-driven TRPM1 promoter reporter, primary screen, cell-based, SK-MEL-5, luciferase, single point | SK-MEL-5 TRPM1-promoter luciferase, 24 h; % of positive control, neutral wells = 0 | activation, % at 12.5 µM | hit rate 0.75% among 300,000 | AID 588334, 2011;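 active means mean activation of at least 80% with every replicate also reaching 80%; inconclusive means mean reaches 80% but some replicate falls short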;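 further: 0% = neutral control wells and 100% = parthenolide positive control wells; values of inactives mirror those of a sister screen read the other way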
# Tat export inh = E. coli Tat export inhibitors, primary screen, MC4100, TorA-mCherry reporter, fluorescence, single point; hit rate 0.036% among 340,000; inhibition, % at 10 µM; AID 488895, 2010;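 active means mean replicate inhibition at least 50% and at least half of replicates individually reaching 50%; inconclusive means only one of the two criteria met; inactive means neither criterion met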;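 further: exported cargo escapes ClpAP degradation while cytoplasmic cargo is degraded and loses fluorescence; 0% = median of neutral control wells and 100% = median of NaSCN control wells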
# Numbers without * were called inactive; u = inconclusive; x = not tested or not shown.
SMILES,V-ATPase pHluor,Rtt109 Vps75,dFosB activator,CAL PDZ FP-1,CAL PDZ FP-2,CDK5 inh,cardiac RTF act,Wnt act,MITF TRPM1 HTS,Tat export inh
CC(C)c1ccc(S(=O)(=O)N2CCN(C(=O)C3CC3C)CC2)cc1 (stereo unspecified),1,7,-9,-1,-1.9,0.6,13,1,5,6
CCOC(=O)/C(=C\c1cn(C)c2ccccc12)[N+](=O)[O-],3,1,-8,-1,-1.0,0.1,3,x,-17,-8
Brc1ccc(-c2noc(C3CCCCC3)n2)cc1,-1,x,5,107*,-1.5,-1.4,-3,56*,58,-22
COc1ccc(C=O)cc1COc1ccccc1F,2,22,-7,-5,-0.1,-0.8,9,x,2,-8
COc1ccc(NC(=O)C2CCN(C(=O)c3ccccc3)CC2)c(OC)c1,3,x,-1,-1,-2.5,1.5,-2,-2,-17,-6
Cn1c(=O)c(Oc2ccc(Cl)cc2)c(O)c2ccccc21,1,21,-5,4,0.4,-0.5,-6,4,-6,-1
CC(C)Cn1c(CCC(=O)O)ccc1-c1cccs1,-1,-3,-2,-3,-1.9,-1.0,2,x,-9,-3
CCOc1ccc(C)cc1-n1nc2ccccc2n1,-4,2,-3,-5,-0.8,-1.2,-6,x,x,-13
CCCNC(=O)NC(=O)CSc1nc2cc(C(=O)OC)ccc2c(=O)n1-c1ccccc1,-2,2,u,-2,-0.2,-0.6,-4,0,x,2
O=C(CC1C(=O)NCCN1C(=O)c1ccc([N+](=O)[O-])cc1)Nc1ccc(F)cc1 (stereo unspecified),-8,-3,7,-1,-2.0,0.2,3,-1,2,-2
COc1ccc(OC)c(NC(=O)C2CCN(c3cc(-c4ccccc4)nc4ncnn34)CC2)c1,0,8,-8,-2,-1.8,-0.2,-5,x,-22,-6
Cc1ccc(NC(=O)CCC(=O)c2cccs2)c(O)c1,2,-2,0,-2,0.4,-0.1,-2,23,51,-1
Cc1nn(C)c(Oc2ccc(Cl)cc2)c1C=O,-2,21,3,0,-0.9,-2.0,3,-4,0,-1
Cc1ccc([N+](=O)[O-])cc1NC(=O)CSc1nncc2ccccc12,1,-13,15,-6,-1.7,-0.4,0,-2,-3,-4
O=C(c1ccc(F)c(S(=O)(=O)N2CCOCC2)c1)N1CCc2ccccc21,0,-2,-10,-3,-3.1,-1.0,-3,0,-1,-5
CCN1C(=O)[C@H]2[C@H]3CN=C(SCc4ccc(C(=O)OC)cc4)N3[C@@](C)(C(=O)OC)[C@H]2C1=O,1,0,-4,-4,0.1,-4.4,2,-1,-3,-4
COC(=O)c1c(NC(=O)C2CC2)sc2c1CCCC2,0,-8,-6,x,-1.5,-0.7,-3,2,-8,1
COc1ccccc1C(=O)N/C(=C\c1ccc(Br)cc1)C(=O)NCCC(=O)O,-1,-6,9,0,0.4,-0.1,-1,-3,-2,-4
O=C(COC(=O)c1ccc(O)cc1O)Nc1ncc(Cl)cc1Cl,-3,1,-5,x,-0.5,-6.4,-1,-2,-7,-3
CC(=O)N1c2ccc(S(=O)(=O)N3CCC(C(=O)N4CCN(c5ccccc5F)CC4)CC3)cc2CC1C (stereo unspecified),-4,20,-5,-3,-1.6,0.0,3,-3,-8,u
Cc1nc(N2CCN(C(c3ccccc3)c3ccccc3)CC2)[nH]c(=O)c1C,0,x,-4,-4,-0.4,1.7,-5,5,x,5
COc1ccc(C(c2nnnn2C2CCCCC2)N2CCN(c3ccc(OC)cc3)CC2)cc1 (stereo unspecified),2,-1,-4,-6,-0.4,0.1,-9,x,-2,17
CNC(=O)c1ccsc1NC(=O)CCS(=O)(=O)c1ccc(F)cc1,-2,4,-1,-8,-3.0,0.4,1,-1,-9,3
CC(C)(C)Sc1ccc(/C=N/O)cc1[N+](=O)[O-],-1,28,-3,-1,-2.7,15,4,-1,7,-2
OC1(c2ccc(Br)cc2)CN(c2ccccc2)C2=[N+]1CCS2 (stereo unspecified),-4,3,-16,-3,-1.8,0.8,-4,-3,12,1

# Entries from the list above that have a COOH group, in the order listed:
SMILES,V-ATPase pHluor,Rtt109 Vps75,dFosB activator,CAL PDZ FP-1,CAL PDZ FP-2,CDK5 inh,cardiac RTF act,Wnt act,MITF TRPM1 HTS,Tat export inh
CC(C)Cn1c(CCC(=O)O)ccc1-c1cccs1,-1,-3,-2,-3,-1.9,-1.0,2,x,-9,-3
COc1ccccc1C(=O)N/C(=C\c1ccc(Br)cc1)C(=O)NCCC(=O)O,-1,-6,9,0,0.4,-0.1,-1,-3,-2,-4

# Record cards, as listed above.
# `OC1(c2ccc(Br)cc2)CN(c2ccccc2)C2=[N+]1CCS2` (stereo unspecified) in the list: V-ATPase pHluor: -4; Rtt109 Vps75: 3; dFosB activator: -16; CAL PDZ FP-1: -3; CAL PDZ FP-2: -1.8; CDK5 inh: 0.8; cardiac RTF act: -4; Wnt act: -3; MITF TRPM1 HTS: 12; Tat export inh: 1
# `COc1ccc(OC)c(NC(=O)C2CCN(c3cc(-c4ccccc4)nc4ncnn34)CC2)c1` in the list: V-ATPase pHluor: 0; Rtt109 Vps75: 8; dFosB activator: -8; CAL PDZ FP-1: -2; CAL PDZ FP-2: -1.8; CDK5 inh: -0.2; cardiac RTF act: -5; Wnt act: x; MITF TRPM1 HTS: -22; Tat export inh: -6
# `CCN1C(=O)[C@H]2[C@H]3CN=C(SCc4ccc(C(=O)OC)cc4)N3[C@@](C)(C(=O)OC)[C@H]2C1=O` in the list: V-ATPase pHluor: 1; Rtt109 Vps75: 0; dFosB activator: -4; CAL PDZ FP-1: -4; CAL PDZ FP-2: 0.1; CDK5 inh: -4.4; cardiac RTF act: 2; Wnt act: -1; MITF TRPM1 HTS: -3; Tat export inh: -4

# (continued)
SMILES,V-ATPase pHluor,Rtt109 Vps75,dFosB activator,CAL PDZ FP-1,CAL PDZ FP-2,CDK5 inh,cardiac RTF act,Wnt act,MITF TRPM1 HTS,Tat export inh
CCOC(=O)N1CCN(C(=O)c2ccc3c(c2)N(CC)CCS3)CC1,-3,-4,-7,1,0.4,-0.3,2,0,-12,-1
C=CCOc1cccc(CNCCCN2CCOCC2)c1,-5,-9,-3,-5,-1.8,-0.4,5,-1,-3,6
CCOC(=O)C1=C(C)NC(=O)N(C(C)=O)C1c1ccc(Cl)cc1 (stereo unspecified),1,2,1,-1,x,-0.6,2,x,-7,3
Cc1cccc(CSc2ccc(-c3ccco3)nn2)c1,0,-5,-8,-2,-1.5,1.0,19,-1,34,-3
Cc1ccc(S(=O)(=O)c2nnn3c2nc(NC2CCN(Cc4ccccc4)CC2)c2ccccc23)cc1C,3,-3,-114,3,-3.8,x,2,x,5,-1
CN1CCN(S(=O)(=O)c2cccc(C(=O)Oc3ccccc3Cl)c2)CC1,2,-4,-3,-9,-3.2,-1.0,-3,5,-7,9
CCCCn1c(N)c(N(CCOC)C(=O)c2ccc(Cl)c(S(=O)(=O)N3CCCCC3)c2)c(=O)[nH]c1=O,5,-15,-7,9,-2.1,-1.7,2,-2,9,4
OCC1(Cc2ccccc2)CCCN(Cc2cnn(-c3ccccc3)c2)C1 (stereo unspecified),2,4,-10,0,-2.6,0.7,3,0,9,-2
COc1ccccc1N1CCN(C(=O)c2ccc(C(C)(C)C)cc2)CC1,-2,16,-5,-3,-0.3,2.4,-5,-2,7,6
CCOC(=O)c1c(NC(=O)CN2CCN(C)CC2)sc(C(=O)Nc2ccccc2)c1C,3,19,-14,0,-3.5,-0.8,1,27,29,9
O=C(Nc1ccc(N2CCCC2)cc1)C(c1ccccc1)c1ccccc1,2,33,77*,-4,-2.5,1.0,-8,-4,0,-4
CCNS(=O)(=O)c1cc(OC)ccc1OC,5,x,-3,-4,-1.3,-0.5,-3,1,x,-3
Cc1ccnc(NC(=O)c2ccc(NS(=O)(=O)/C=C/c3ccccc3)cc2)c1,1,25,-6,-3,-2.5,-0.7,1,5,22,6
CCN(CC)c1ccc(/C=N/NC(=O)c2cc(C)nc3ccccc23)cc1,-2,2,-1,x,-0.2,-3.4,3,1,x,1
C=CCNCCCCOc1ccccc1-c1ccccc1,-1,4,-5,-4,-1.8,0.6,2,-7,15,-1
CCOc1ccc(C(=O)NCC(=O)N2CCC3(CC2)NCCc2[nH]cnc23)cc1,-1,-3,-1,8,-0.9,1.0,1,-2,-4,12
COc1ccc(Oc2ccc(C(F)(F)F)cc2NC(=O)c2ccc(OC)cc2)cc1,-9,2,4,-3,-1.8,1.2,-1,-1,-6,-4
COc1ccc(NC(=O)CSc2nn3c(=O)c(C)nnc3s2)cc1,0,-16,3,-3,-1.4,-3.3,-5,3,-5,6
Cc1ccc(C(=O)NNC(=O)COc2ccc(Cl)cc2C)o1,1,-9,-4,-3,-4.7,0.3,-3,0,4,9
O=C(/C=C/c1cccc(Cl)c1)c1nc2ccccc2[nH]1,-2,11,-13,-4,-0.3,1.9,1,9,-31,-1
COc1ccc2cc(C(=O)Nc3ccc(F)cc3)sc(=O)c2c1OC,0,5,34*,0,-1.5,-0.9,12,x,x,-1
CC(=O)C1=C(C)N(Cc2ccccc2)C(=O)N[C@@H]1c1cccc(C(F)(F)F)c1,1,-7,3,-2,-0.7,0.9,16,-1,-1,3
COC(=O)c1ccc(N(CC(=O)NC2CCCC2)C(=O)CNC(=O)c2cccs2)cc1,-3,-2,-5,-3,-1.4,0.1,1,-1,8,0
COc1ccc(CNC(=S)N/N=C/c2ccc(O)c(OC)c2)cc1,1,5,-9,-5,-0.2,-3.3,-1,-1,5,13
CCOC(=O)Nc1nnc(Cc2ccc(Cl)c(Cl)c2)s1,4,-2,-11,8,-1.0,0.3,4,-2,12,-1
CCOC(=O)N/N=C1\CC(C)S(=O)(=O)c2ccc(Cl)cc21 (stereo unspecified),3,4,5,-1,0.1,-2.1,9,-1,4,4
CN(C)CCN1C(=O)CCC2(C)C1=CCC1C2CCC2(C)C1CCC2(C)O (stereo unspecified),0,1,-4,-11,10,-1.6,-1,-3,11,0
COc1ccc(Cl)cc1NC(=O)CSc1nc2sccc2c(=O)[nH]1,0,-8,-2,-2,-1.9,-0.1,4,-1,-4,-8

# Wnt act: hit marks shown above
SMILES,V-ATPase pHluor,Rtt109 Vps75,dFosB activator,CAL PDZ FP-1,CAL PDZ FP-2,CDK5 inh,cardiac RTF act,Wnt act,MITF TRPM1 HTS,Tat export inh
Brc1ccc(-c2noc(C3CCCCC3)n2)cc1,-1,x,5,107*,-1.5,-1.4,-3,56*,58,-22

# From PubChem
